Apaf1 inhib – human Apaf-1 inhibition. O14727. reconstituted apoptosome caspase-3 activity, DEVD-Rh110 fluorescence. inhibition, % at 20 µM. 330,000 compounds, 0.71% hits. AID 489030; active means inhibition of at least 40% at 20 µM;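 further: plate controls were DMSO wells for no effect and DEVD-CHO caspase inhibitor wells for full effect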
Target sequence (O14727 whole entry, looked up): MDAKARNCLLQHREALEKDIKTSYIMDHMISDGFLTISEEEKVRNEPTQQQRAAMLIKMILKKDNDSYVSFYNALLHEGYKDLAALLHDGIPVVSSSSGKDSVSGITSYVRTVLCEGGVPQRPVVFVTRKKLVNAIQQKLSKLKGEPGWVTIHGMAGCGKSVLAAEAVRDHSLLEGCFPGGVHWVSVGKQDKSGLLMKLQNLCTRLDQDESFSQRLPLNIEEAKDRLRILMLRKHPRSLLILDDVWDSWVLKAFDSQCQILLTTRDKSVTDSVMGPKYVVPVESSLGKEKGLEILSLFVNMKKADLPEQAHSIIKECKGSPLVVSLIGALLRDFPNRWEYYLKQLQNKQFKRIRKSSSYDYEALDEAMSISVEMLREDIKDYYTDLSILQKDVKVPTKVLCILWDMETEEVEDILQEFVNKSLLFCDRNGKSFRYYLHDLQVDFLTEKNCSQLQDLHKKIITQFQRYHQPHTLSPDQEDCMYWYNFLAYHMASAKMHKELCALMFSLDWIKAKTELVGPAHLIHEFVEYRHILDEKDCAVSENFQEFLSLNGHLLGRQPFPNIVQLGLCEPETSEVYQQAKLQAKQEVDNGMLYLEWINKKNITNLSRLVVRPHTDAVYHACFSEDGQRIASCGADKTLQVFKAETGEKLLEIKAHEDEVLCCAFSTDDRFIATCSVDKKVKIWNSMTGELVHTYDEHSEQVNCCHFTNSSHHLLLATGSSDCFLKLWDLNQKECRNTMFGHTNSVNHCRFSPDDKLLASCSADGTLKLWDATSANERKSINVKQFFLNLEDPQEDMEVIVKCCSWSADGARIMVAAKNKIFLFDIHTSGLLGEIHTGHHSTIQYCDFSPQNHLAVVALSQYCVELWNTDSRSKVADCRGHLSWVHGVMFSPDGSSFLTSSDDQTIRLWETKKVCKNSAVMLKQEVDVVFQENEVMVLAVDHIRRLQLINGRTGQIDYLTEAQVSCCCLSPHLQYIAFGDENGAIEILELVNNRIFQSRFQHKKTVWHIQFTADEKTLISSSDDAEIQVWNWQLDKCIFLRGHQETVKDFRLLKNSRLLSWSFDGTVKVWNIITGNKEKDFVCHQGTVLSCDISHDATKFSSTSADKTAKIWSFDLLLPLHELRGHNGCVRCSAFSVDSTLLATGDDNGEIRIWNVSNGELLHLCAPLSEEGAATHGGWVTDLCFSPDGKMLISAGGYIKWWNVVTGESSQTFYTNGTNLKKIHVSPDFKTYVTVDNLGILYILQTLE
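Material: biochemical Apaf-1 apoptosome reconstitution. Medium: Hepes buffer, pH 7.5. Also added: cytochrome c activation, bis-DEVD rhodamine 110 substrate. Timing: 30 min compound preincubation, 50 min activation, room temperature. Measured by: rhodamine 110 fluorescence at Ex 480/Em 540 nm.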
UBC13 inh – blocks human UBC13 polyubiquitin chain formation | P61088 | TR-FRET | inhibition, % at 20 µM | 330,000 compounds, 0.47% hits; in the data active means inhibition above about 45%, passing the limit was not always enough
SENP8 block – inhibitors of human SENP8 protease; AID 2540; inhibition, % at 10 µM; Q96LD8; purified SENP8, Z-RLRGG-aminoluciferin cleavage, luminescence; 330,000 compounds, 1.2% hits
Gli-Sufu antag – blocks Gli-Sufu signaling in a luciferase reporter; AID 588413; 340,000 compounds, 0.74% hits; inhibition, % at 5 µM; Sufu-KO-LIGHT fibroblasts, Gli luciferase reporter luminescence;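 active means inhibition above about 55%, limit read from the data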;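 further: 0% = DMSO-treated cells and 100% = wells with medium but no cells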
HKDC1 inhibitor – blocks human hexokinase HKDC1 activity; inhibition, % at 20 µM; recombinant HKDC1, G6PDH/diaphorase resazurin coupled fluorescence; 340,000 compounds, 0.16% hits; Q2TB90;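 active means inhibition above about 35% when tested at 20 µM, limit read from the data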;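 further: plate controls were DMSO wells with enzyme for no effect and DMSO wells lacking enzyme for full effect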
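Test system: HK5 enzyme. Quantity: 5 µg/mL HK5 final. Reagent: glucose and ATP substrates. Schedule: 90 min reaction incubation at room temperature, dark. Technique: resazurin-to-resorufin fluorescence via G6PDH and diaphorase coupling, 525/613 nm. Control set: DMSO wells with and without enzyme mix.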
697 NFkB inh – inhibitors of the PMA/ionomycin-induced NF-kB reporter in 697 B cells; inhibition, % at 4 µM; 330,000 compounds, 0.33% hits; 697 B-cell NF-kB luciferase reporter, 16 h; in the data active means inhibition above about 35%
SENP7 block – SENP7 protease inhibition; recombinant SENP7, Z-RLRGG-aminoluciferin luminescence, 40 min; inhibition, % at 5 µM; AID 434973; 330,000 compounds, 1.5% hits;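 active means inhibition above about 50% at the single test dose, limit read from the data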;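 further: plate controls were DMSO with enzyme for no effect and no enzyme buffer wells for full effect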
Jurkat NFkB inh – lowers PMA/ionomycin-induced NF-kB signal in Jurkat cells | PMA/ionomycin-induced NF-kB luciferase reporter, luminescence | 330,000 compounds, 0.53% hits | inhibition, % at 4 µM | AID 435003
* = called active by the depositor; . = no result given. Unless noted, no stated cut-off is given here; in the data, active means inhibition above about 50%; inactive means the rest. Compounds were not picked by outcome; overall some 3.6% were active at least once.

SMILES	Apaf1 inhib	UBC13 inh	SENP8 block	Gli-Sufu antag	HKDC1 inhibitor	697 NFkB inh	SENP7 block	Jurkat NFkB inh
C/C=C1\COC(C(=O)NCCN2CCCC2)(C(F)(F)F)C=C1C=C1CCCCC1 (configuration not stated)	24	55*	6	0	0	9	3	11
CCc1nnc(NC(=O)c2cccnc2)s1	2	-9	-3	11	-2	-13	5	5
Cn1c(CNC2CCCCC2)c(C#N)c2ccccc21	0	6	3	6	1	-14	-2	-10
O=C(O)CCC(=O)N1CCC(n2nnc3cc(C(F)(F)F)ccc32)CC1	-1	-3	0	4	-1	16	-1	-5
CC(=O)NN1C(=O)c2ccc(Oc3ccc([N+](=O)[O-])cc3)cc2C1=O	-13	-3	-15	-2	-2	-9	6	-3
COc1ccccc1C(=O)Nc1cccc2nc(C)ccc12	6	0	-1	-8	-8	0	-6	1
CCCn1c(SCC(=O)c2cc(C)c(C)cc2C)n[nH]c1=O	13	-1	-1	-1	-4	3	5	-10
CC(C)CNC(=O)COC(=O)c1cccc(S(=O)(=O)NCC(F)(F)F)c1	3	-7	-1	-2	-4	6	0	-2
O=C(N=C1SCC(=O)N1c1ccccc1)c1ccco1	2	-7	-2	0	-6	-25	2	-12
CC(NC(=O)C(=O)N1CCOCC1)C(c1cccs1)N1CCN(c2ccccc2F)CC1 (configuration not stated)	-2	-11	5	-3	-5	2	-8	11
COc1ccc(NC(=O)N(C)C[C@H]2Oc3ccc(NC(=O)CCC(F)(F)F)cc3C(=O)N([C@H](C)CO)C[C@@H]2C)cc1	2	-16	-8	0	-6	-1	-10	1
Cc1cccc(OCC(O)Cn2c(=N)n(CCN3CCOCC3)c3ccccc32)c1 (configuration not stated)	6	7	1	14	-3	1	-8	-5
CCn1c(SCC(=O)Nc2cc(C)ccc2C)nnc1-c1cnccn1	-1	7	8	0	2	17	1	4
COC(=O)c1c(NC(=O)c2ccoc2C)sc2c1CCC2	13	12	-2	-1	3	-38	1	-2
N#CN=C(c1ccccc1)c1ccccc1	3	6	2	-15	-6	12	-4	-3
O=C(CNC(=O)c1ccc(Br)o1)NCc1ccc(Cl)cc1	11	5	1	8	1	10	-3	10
COc1cc2c(C(=O)NCCCN3CC(C)CC(C)C3)cn(CC(C)C)c(=O)c2cc1OC (configuration not stated)	9	-3	-6	25	-1	-11	-10	-5
Cc1n[nH]c(C)c1CCN(C)Cc1cn(C)nc1-c1ccccc1F	-2	-9	-1	5	-1	10	3	-11
C=CCn1c(SCC2=C(C(=O)OCC)C(C)NC(=O)N2)nnc1C1CCCCC1 (configuration not stated)	1	8	-8	.	-2	-1	-5	11
COc1ccc(OC)c(S(=O)(=O)N2CCC(C(=O)NC(C)c3ccccc3)CC2)c1 (configuration not stated)	-3	9	0	-3	3	-6	-1	-19
COC1(c2ccccc2)NC(=S)NN=C1c1ccccc1 (configuration not stated)	14	-8	-10	7	-1	-4	-8	0
Cc1nn(-c2ccccc2)c2sc(-c3n[nH]c(=S)o3)cc12	5	-6	-1	-5	19	17	2	2
Cc1ccc(C(=O)c2ccc([N+](=O)[O-])cc2)cc1C	-8	7	-2	-20	-1	3	0	-12
Cc1ccc(N/N=C/c2ccc(N3CCOCC3)cc2)cc1C	-3	1	0	10	3	-8	-1	-4
CCN(CC)S(=O)(=O)c1ccc2c(c1)nc(SCn1nnc3ccccc3c1=O)n2CC	9	-8	-4	6	6	0	-6	-9
O=C1c2cccnc2C(=O)N1Cc1ccc(S(=O)(=O)N2CCOc3ccccc32)cc1	12	-9	5	2	0	-7	-1	4
COC(=O)c1ccc(NC(=O)c2ccccc2N(C)S(C)(=O)=O)cc1	-5	4	-4	5	-8	14	-1	-10
CC(=O)N(CCCCN1C(=O)c2ccccc2C1=O)c1ccc(C)cc1	13	0	-10	-13	2	-20	-7	-7
COc1ccc(-c2c(C)nn3c(N4CCN(Cc5ccccc5)CC4)cc(C)nc23)cc1OC	22	18	5	16	-2	-13	4	11
COc1cc(C(=S)N2CCC(C)CC2)ccc1O	-1	-5	-6	3	-3	0	-2	8
CCCc1cc(=O)[nH]c(SCC(=O)N(C)CC(=O)Nc2ccc(F)cc2)n1	5	1	-1	-1	-2	0	4	-3
Cc1cc(C(=O)N/N=C/c2ccc(-c3cccc([N+](=O)[O-])c3)o2)n[nH]1	8	-6	-3	-6	1	12	-3	0
CCCn1nnnc1NCc1ccccc1F	-20	3	0	-26	-8	27	2	-2
O=C1CC2(CCN(C(=O)c3ccc([N+](=O)[O-])cc3)CC2)Oc2ccccc21	9	-6	3	12	-2	-13	-2	-6
O=C(Oc1ccc(-c2ccccc2)cc1)C1C2CCCCC21 (configuration not stated)	-10	11	-25	2	-14	26	4	0
O=C(Nc1cccc2ccccc12)NC1CCCCC1O (configuration not stated)	3	11	1	-6	1	15	3	-8
O=C1C2C3C=CC(C4CC34)C2C(=O)N1/N=C/c1ccc(-c2ccc(F)cc2[N+](=O)[O-])o1 (configuration not stated)	19	-14	9	0	6	5	0	-8
O=C(NNS(=O)(=O)c1ccc(Cl)cc1)c1ccc(S(=O)(=O)N2CCCCC2)cc1	14	-26	-6	0	-9	-28	-1	31
CC(=O)c1cccc(NC(=O)C2=CC(c3ccc4c(c3)OCO4)=NS(=O)(=O)N2C)c1	6	-7	-1	-15	-3	6	1	12
Cn1c(=O)c2cc(S(=O)(=O)NC(C(=O)NCc3cccnc3)c3ccccc3)ccc2n(C)c1=O (configuration not stated)	2	5	5	1	-5	17	-5	9

Some values from above.
Jurkat NFkB inh result of `CC(=O)c1cccc(NC(=O)C2=CC(c3ccc4c(c3)OCO4)=NS(=O)(=O)N2C)c1` : 12
Gli-Sufu antag result of `CCN(CC)S(=O)(=O)c1ccc2c(c1)nc(SCn1nnc3ccccc3c1=O)n2CC` : 6
Apaf1 inhib result of `COC(=O)c1ccc(NC(=O)c2ccccc2N(C)S(C)(=O)=O)cc1` : -5

Next compounds:
SMILES	Apaf1 inhib	UBC13 inh	SENP8 block	Gli-Sufu antag	HKDC1 inhibitor	697 NFkB inh	SENP7 block	Jurkat NFkB inh
C(=N\Nc1ccc2nncn2n1)/c1ccco1	-19	-8	-6	7	5	-24	1	-2
CCNC(=O)c1c(O)c2c([nH]c1=O)CCCC2	-12	7	-6	-3	-4	7	5	-11
Cc1ccc(Cl)cc1NC(=O)CC1NCCNC1=O (configuration not stated)	11	-7	-9	-89	-10	-6	-4	1
COc1ccc(C(O)Cc2nccn2C)cc1 (configuration not stated)	-6	2	6	6	-3	9	-1	0
O=C(O)C(Cc1ccc(F)cc1)c1ccccc1 (configuration not stated)	-1	-2	-2	.	4	5	0	8
COc1ccc(OC)c(C(=O)N(C[C@H]2CC[C@@H]([C@@H]3CC[C@H](CO)O3)O2)C(C(=O)NC(C)(C)C)c2ccc(-c3ccccc3)cc2)c1 (some centres not stated)	30	.	.	23	2	6	-3	.
C=CCOC(=O)C1=C[C@@H](c2ccccc2)C[C@@H](OCc2ccc(CO)cc2)O1	16	2	9	11	1	7	5	16
CCOC(=O)C1(Cc2cccc(OC)c2)CCCN(C(=O)c2cc(CC(C)C)[nH]n2)C1 (configuration not stated)	23	-5	-12	-9	-3	-98	-8	-57
CCNC(=S)N1CCN(c2nc(-c3ccc(F)cc3)cs2)CC1	7	8	-3	11	-3	20	-3	17
CCN(C(=O)CSc1nc2n[nH]c(C)c2c(=N)n1-c1ccc(Cl)c(C)c1)c1cccc(C)c1	35	21	-9	9	1	5	-11	9
COc1ccc(NC(=O)COc2ccc(C(=O)c3ccc(F)cc3)cc2)cc1S(N)(=O)=O	-5	1	0	17	-3	-9	3	19
CC(C)=CCN1CCN(Cc2ccc(Oc3ncccn3)cc2)CC1CCO (configuration not stated)	-1	3	0	5	15	15	2	2
CCC(Sc1nc(C)cc(C)n1)C(=O)Nc1ccc(Cl)cn1 (configuration not stated)	6	6	3	8	-5	-13	4	-11
Cc1ccc(NC(=O)COC(=O)c2ccc(CN3CCCC3=O)cc2)cc1C	6	-4	-1	-9	-6	-4	-6	2
COc1cc2c(cc1OC)CN(C(=O)c1nn(Cc3ccccc3)c(=O)c3ccccc13)CC2	17	9	-14	19	-4	23	2	15
COc1ccc(CC(=O)OCC(=O)N2CCCc3ccccc32)cc1OC	8	-4	-7	3	-7	13	1	-5
O=C(C1CCN(Cc2ccc(F)cc2)CC1)N(CCO)Cc1ccccc1	5	-11	-5	5	-2	-2	-5	-9
CCOC(=O)N1CCC(N2CCN(c3ccccc3)CC2)CC1	-20	16	-2	23	4	-7	-6	7
CC1=C(C(=O)Nc2ccccc2C(=O)NCCCN2CCN(C)CC2)SCCO1	16	-4	-11	32	-4	-15	-4	2
CCn1cc(C2=NC(C(C)C)CO2)c2ccccc21 (configuration not stated)	2	14	-4	-4	-6	-2	4	-16

Random excerpt: 5 entries already listed, in no set order.
SMILES	Apaf1 inhib	UBC13 inh	SENP8 block	Gli-Sufu antag	HKDC1 inhibitor	697 NFkB inh	SENP7 block	Jurkat NFkB inh
COc1ccc(NC(=O)COc2ccc(C(=O)c3ccc(F)cc3)cc2)cc1S(N)(=O)=O	-5	1	0	17	-3	-9	3	19
O=C(C1CCN(Cc2ccc(F)cc2)CC1)N(CCO)Cc1ccccc1	5	-11	-5	5	-2	-2	-5	-9
O=C(O)C(Cc1ccc(F)cc1)c1ccccc1 (configuration not stated)	-1	-2	-2	.	4	5	0	8
Cc1ccc(Cl)cc1NC(=O)CC1NCCNC1=O (configuration not stated)	11	-7	-9	-89	-10	-6	-4	1
COc1cc2c(cc1OC)CN(C(=O)c1nn(Cc3ccccc3)c(=O)c3ccccc13)CC2	17	9	-14	19	-4	23	2	15

Next section:
SMILES	Apaf1 inhib	UBC13 inh	SENP8 block	Gli-Sufu antag	HKDC1 inhibitor	697 NFkB inh	SENP7 block	Jurkat NFkB inh
COc1ccc(-c2cn3cccnc3n2)cc1NC(=O)CC(C)C	-15	25	-1	8	-2	24	-4	12
O=C(CN1CCCC1)NCC1(c2ccccc2)CCOCC1	-11	1	-3	6	4	5	-11	3
O=c1oc(-c2ccccc2Br)nc2ccccc12	7	9	9	0	0	13	2	2
OCCN1CCN(c2nc(-c3ccccc3)nc3c2oc2ccccc23)CC1	5	4	-9	-3	-4	-6	-11	-11
CC(C)OC(=O)C(NC(=O)c1ccccc1)=C1CCCCC1	-2	3	-3	-3	4	-5	-8	-4
CCc1ccc(OCC(=O)Nc2ccc(S(=O)(=O)N3CCOCC3)cc2)cc1	22	-4	5	-6	-4	-2	2	19
CCc1ccc(S(=O)(=O)Nc2ccc(-c3ccc4nnc(C)n4n3)cc2)s1	5	-8	-2	7	15	19	3	6
Cc1cc(C)c2oc(C(=O)NCc3ccccc3)cc(=O)c2c1	6	3	4	1	1	-17	-1	-40
O=c1ccc(Oc2nc(N3CCCCC3)nc(N3CCCCC3)n2)n[nH]1	15	5	-2	-12	-2	11	-3	-12
CC(=O)NCCc1c[nH]c2ccc(OCc3ccccc3)cc12	-14	12	2	-1	-1	19	2	-11
CCOc1ccc(NC(=O)C2CC(=O)N(Cc3ccco3)C2)cc1 (configuration not stated)	-7	13	0	2	3	9	5	-12
O=C1CCCc2c1cc(C(=O)NCc1ccco1)c(=O)n2-c1ccccc1	7	0	3	1	7	1	2	-4
COc1ccc(C(=O)CC(Nc2ccc([N+](=O)[O-])cc2)c2ccc(Cl)cc2)cc1 (configuration not stated)	1	2	4	-1	1	8	2	1
Cc1cccc(NC(=O)/C(C#N)=C/c2ccc[nH]2)c1C	4	-2	-6	-20	-4	9	-4	-25
COc1cccc(CNC(=O)CCCc2c[nH]c3ccccc23)c1	11	2	5	-10	-1	-8	-6	16
CC(C)n1nc(C(=O)NCCc2ccc(S(N)(=O)=O)cc2)c2ccccc2c1=O	2	-1	-8	10	-3	8	0	24
COc1cc(/C=N/n2cnnc2)ccc1Oc1nc(Cl)ncc1F	-7	11	2	9	-8	10	-3	11
CCOP(=O)(Nc1ccc2oc(=O)c3ccccc3c2c1)OCC	2	24	3	1	0	22	-3	3
